CatB block = blocks human cathepsin B protease activity; inhibition, %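 (tested at 10 µM)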; purified cathepsin B, fluorogenic substrate, fluorescence; 0.1% of 63,000 active; P07858; in the data active means inhibition above about 21%;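 further: 0% = enzyme with no compound and 100% = no enzyme blank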
Ec RNAP inh = blocks E. coli RNA polymerase transcription; AID 559; P0A8V2; fluorescence transcription assay; 0.2% of 62,000 active; inhibition, %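 (tested at 10 µM)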; in the data active means inhibition above about 20%;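 further: 0% = enzyme without compound and 100% = no enzyme blank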
JNK3 blocker = JNK3 (human) kinase inhibition; purified JNK3 kinase activity, HTS; inhibition, % at 8 µM; 0.61% of 60,000 active; AID 746; in the data active means inhibition above about 17%;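 further: 0% = DMSO and 100% = reference inhibitor; many of its hits are not listed in these tables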
Target sequence (P53779 whole entry, looked up): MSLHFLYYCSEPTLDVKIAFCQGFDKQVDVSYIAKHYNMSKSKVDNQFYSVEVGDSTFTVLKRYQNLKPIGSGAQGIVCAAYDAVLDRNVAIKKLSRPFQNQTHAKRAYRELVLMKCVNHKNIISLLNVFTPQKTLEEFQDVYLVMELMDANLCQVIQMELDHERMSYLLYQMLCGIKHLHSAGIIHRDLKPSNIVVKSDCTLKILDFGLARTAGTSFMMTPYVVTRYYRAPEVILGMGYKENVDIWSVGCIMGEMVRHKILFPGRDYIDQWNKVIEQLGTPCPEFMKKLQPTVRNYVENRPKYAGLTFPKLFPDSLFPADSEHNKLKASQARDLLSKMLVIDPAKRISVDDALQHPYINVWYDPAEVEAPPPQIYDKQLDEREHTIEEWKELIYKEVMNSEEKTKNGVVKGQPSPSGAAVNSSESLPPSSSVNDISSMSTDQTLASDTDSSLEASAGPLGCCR
CatB mixtures = human cathepsin B inhibition by mixtures | P07858 | AID 488 | Purified cathepsin B, AMC dipeptide fluorescence, compound mixtures | 0.06% of 62,000 active | inhibition, %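 (ten-compound pools at 5 µM per compound and 50 µM total)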; in the data active means inhibition above about 22%, passing the limit was not always enough;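 further: 0% = enzyme without compound and 100% = no enzyme blank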
AP complement = orthogonal test for alternative complement pathway inhibitors; Human serum alternative complement pathway, LPS-coated ELISA, C3 deposition; tested in compound mixtures; inhibition, % at 5 µM; 0.08% of 62,000 active;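 active means inhibition above 30% in each of the two pooled mixtures holding the compound, so the lower value exceeds 30%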;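 further: 0% = serum in Mg-EGTA without compound and 100% = EDTA serum blank; some compounds past the cut are filed as inactive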
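Assay system: human serum alternative complement pathway, C3 deposition on LPS-coated wells; Dosing: 5 µM per compound in ten-compound mixtures; Detection: Anti-C3 ELISA, OD 450 nm; Buffer or medium: Mg2+-EGTA GVB++ buffer containing human serum at 1:15 dilution; Timing: 1 h at 37 °C; Replication: two different pools per compound.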
PKA inh = blocks human protein kinase A activity. P17612. 0.1% of 65,000 active. PKA Kemptide phosphorylation, Kinase-Glo ATP luminescence. inhibition, % at 6 µM;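 active means inhibition above the screen-wide mean inhibition plus 3 SD, cut at about 21% in these data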; further: many of its hits are not listed in these tables
RORA act = activates the human nuclear receptor RORA | activation, % at 10 µM | CHO-K1 Gal4-RORA LBD luciferase reporter, luminescence; percent increase over mock-subtracted basal signal | 1.5% of 65,000 active;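 active means activation above the mean of all tested compounds plus 3 SD, cut at about 49% in these data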;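 further: 0% = DMSO-treated RORA cells and 100% = added signal equal to DMSO minus mock-transfected cells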
CatS block = human cathepsin S inhibition | P25774 | recombinant cathepsin S, AMC dipeptide fluorescence, pooled mixtures | inhibition, %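 (tested at 5 µM per compound within 10-compound mixtures)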 | 0.06% of 62,000 active; in the data active means inhibition above about 32%, passing the limit was not always enough;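 further: 0% = enzyme without compound and 100% = blank without enzyme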
Target sequence (P25774 115-331 limits assumed): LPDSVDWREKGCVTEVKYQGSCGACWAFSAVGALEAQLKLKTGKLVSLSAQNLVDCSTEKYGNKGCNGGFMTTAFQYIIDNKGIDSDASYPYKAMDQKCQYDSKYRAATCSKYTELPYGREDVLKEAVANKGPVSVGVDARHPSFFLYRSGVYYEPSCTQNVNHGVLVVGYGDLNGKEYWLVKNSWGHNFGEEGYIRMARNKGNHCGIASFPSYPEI
ROCK2 blocker = inhibitors of human Rho kinase 2. inhibition, % at 6 µM. AID 604. purified ROCK2, Kinase-Glo ATP depletion luminescence. 0.35% of 60,000 active;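 active means inhibition above the screen-wide mean inhibition plus 3 SD, cut at about 18% in these data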;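 further: plate controls were DMSO wells for no effect and Y-27632 control wells after no-enzyme background subtraction for full effect; many of its hits are not listed in these tables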
* hit, by the source's call; nt = no result given. These rows are one share of the data; count on the stated rates, not on these rows.

SMILES	CatB block	Ec RNAP inh	JNK3 blocker	CatB mixtures	AP complement	PKA inh	RORA act	CatS block	ROCK2 blocker
CCOc1ccc(C2C3=C(CCCC3=O)Nc3nc(C(F)(F)F)nn32)cc1OC (stereo not given)	3	-3	3	4	17	9	5	-2	8
COc1ccc(CN2CCC(C(=O)N(C)CCc3ccc(OC)c(OC)c3)CC2)c(OC)c1	4	4	6	4	4	4	-5	11	8
CO[C@H]1C=CO[C@@]2(C)Oc3c(C)c(O)c4c(O)c(c(C=NN5CCN(C)CC5)c(O)c4c3C2=O)NC(=O)C(C)=CC=C[C@H](C)[C@H](O)[C@@H](C)[C@@H](O)[C@@H](C)[C@H](OC(C)=O)[C@@H]1C	3	nt	-2	-1	20	-4	-4	-6	0
CC(C)COP(=O)(c1ccc(N(C)C)cc1)C(O)c1ccccn1 (stereo not given)	1	11	-2	3	6	4	-10	6	1
N#CCSc1nc2c(cc1C#N)CCCCCC2	-5	-1	15	nt	nt	4	-7	nt	10
CCOC(=O)C1CCCN(C(=O)c2cn(C)c3ccc(S(=O)(=O)N4CCCC4)cc3c2=O)C1 (stereo not given)	-1	-3	-6	15	20	1	12	7	0
COc1cc(C(=O)Nc2nnc(-c3sccc3C)s2)cc(OC)c1OC	1	6	0	2	0	-3	29	12	1
COc1ccc(OC)c(S(=O)(=O)Nc2ccc(O)c(Sc3ncn[nH]3)c2)c1	0	-14	-9	-3	-2	2	-21	-23	-8
Cc1cc(CC(=O)O)c(C)cc1CC(=O)O	3	14	-7	nt	nt	5	3	nt	7
Cc1ccc(-c2nsc3c(N4CCC(C(N)=O)CC4)ncnc23)cc1	-4	5	2	0	17	7	-57	9	3
CCN(CC(N)=O)S(=O)(=O)c1ccc(Br)cc1	1	-8	-7	-1	2	7	-26	-4	2
Cc1cc(C)c2cc(CN(CCO)C(c3nnnn3Cc3ccc(F)cc3)C(C)C)c(=O)[nH]c2c1 (stereo not given)	1	-1	7	0	-2	6	-31	6	0
CCCCCCn1ccc(=N)cc1	5	3	-6	-10	12	6	-12	-7	1
O=C(Nc1ccc2oc(-c3ccccc3)nc2c1)c1ccncc1	1	7	7	2	7	5	24	6	8
CCC(C)(NC(=O)c1ccc(=O)[nH]c1)C(=O)NC1CCCC1 (stereo not given)	0	4	-1	-7	0	12	14	-7	4
CCOC(=O)c1ccc(Nc2ccc(-c3ccc(OC)c(OC)c3)nn2)cc1	-1	9	nt	3	-2	5	9	15	nt
Cc1ccc(CNC(=O)c2cccc(OCc3c(C)noc3C)c2)cc1	-1	4	-1	-2	9	-1	-11	9	-7
COc1cc(NC(=O)c2cc(-c3cccs3)on2)cc(OC)c1OC	2	5	5	-4	0	8	14	0	10
Cc1c(C(N)=O)sc2nc(-c3ccccc3)cn12	-2	8	8	4	13	-1	16	12	3
CCc1cccc(NC(=O)CN(c2ccc(OC)cc2)S(=O)(=O)c2c(C)n[nH]c2C)c1	4	3	2	1	6	6	18	1	6
CCOC(=O)N1CCN(C(=O)c2ccc3c(=O)n(-c4ccc(OC)cc4OC)c(=S)[nH]c3c2)CC1	-2	4	2	0	-3	8	-6	15	4
Cc1ccccc1C(=O)NC1CCN(Cc2nnnn2CCc2ccccc2)CC1	-1	9	-5	8	6	9	-13	18	2
O=c1oc2ccccc2n1Cn1c(=O)oc2ccccc21	0	0	6	-2	-22	3	1	7	-3
COc1ccccc1NC(=O)N1c2ccc(F)cc2CCC1C (stereo not given)	2	9	-10	5	12	2	-3	-4	0
CCC1Oc2ccc(C)cc2N(CC(=O)N(Cc2cccnc2)Cc2ccc(C)o2)C1=O (stereo not given)	1	4	6	6	4	8	0	1	5
The listing continues.
SMILES	CatB block	Ec RNAP inh	JNK3 blocker	CatB mixtures	AP complement	PKA inh	RORA act	CatS block	ROCK2 blocker
CS(=O)(=O)Nc1ccc2c(c1)C(=O)OC2	0	2	5	0	12	8	-17	-2	4
Cc1cc(=O)n2nc(N3CCCC(C(=O)NCCC4=CCCCC4)C3)sc2n1 (stereo not given)	3	6	-1	-2	9	7	1	20	2
CC1(C)C(c2ccccc2)=NC(c2ccccc2)N1O (stereo not given)	1	2	-6	-8	8	2	-9	-9	-5
CC1(C)C(N(O)C(=O)Nc2ccccc2)N(c2cccc(Cl)c2)C(=O)N1O (stereo not given)	3	6	1	2	9	5	-18	0	5
O=C1CCCN1c1ccc(CNS(=O)(=O)c2ccc(F)cc2)cc1	-4	-11	-1	-5	15	-3	-28	-5	-2
COc1ccc(NC(=O)CSc2nc3c(c(=O)n2-c2ccccc2)SCC3)c(OC)c1	-1	7	nt	-3	1	8	-15	4	nt
O=C(CCS(=O)(=O)c1ccc(Br)s1)NCc1ccc2c(c1)OCO2	1	3	-4	5	22	7	-4	-4	7
CCOC(=O)Cc1cc(=O)n(-c2nc3ccccc3s2)[nH]1	0	-2	3	1	-9	7	5	11	6
COc1nc(N)nc(N2CCOCC2)n1	2	3	4	3	5	-3	11	6	0
CCOC(=O)CCC(=O)OCC(=O)NC(C)C1CC2CCC1C2 (stereo not given)	-1	nt	-8	4	2	6	-10	-5	4
Cc1csc2nc(CNS(=O)(=O)c3ccc4c(c3)CCCC4)cn12	2	9	3	2	6	8	-14	19	0
CCOc1cc(S(=O)(=O)N2CCN(Cc3ccccc3)CC2)ccc1Br	4	9	10	2	-2	8	-13	19	0
COc1ccccc1-n1c(SCC(N)=O)nnc1-c1ccc(S(=O)(=O)N2CCCCC2)cc1	-5	7	-5	6	4	4	-1	3	4
Cc1ccc(C2/C(=C(/O)c3ccc(Cl)cc3)C(=O)C(=O)N2CC2CCCO2)o1 (stereo not given)	-4	8	-2	6	7	-2	0	-1	3
CC(C)c1ccc(OCc2ccc(C(=O)N3CCN(c4ccccn4)CC3)cc2)cc1	0	8	-1	1	5	8	35	4	4
Cc1cc(Cl)ccc1OCCCC(=O)Nc1cccnc1	2	6	0	4	13	1	-2	-1	2
O=C(C1CCN(Cc2ccc(F)cc2)CC1)N(CCO)Cc1ccccc1	-4	-4	-5	-2	14	-5	-14	-3	0
CCOc1ccc(Nc2ncnc(N)n2)cc1	-2	7	-3	2	11	6	0	-1	9
CCCOc1ccccc1C1CC(=O)NC2=C1C(=O)CCC2 (stereo not given)	-3	4	-1	3	3	6	22	-1	3
CC(C)Cn1c(N)c(C(=O)NCC2CCCO2)c2nc3ccccc3nc21 (stereo not given)	-1	-13	-9	0	6	-4	-11	12	-2
O=C(c1ccco1)N1CCC(c2ccccc2)C1 (stereo not given)	5	10	4	-2	14	7	34	0	6
CCCc1cc(Nc2cccc(OC)c2)n2ncnc2n1	7	11	8	6	11	8	-20	21	1
COc1ccc(CCNC(=O)C2CCCCC2C(=O)O)cc1OC (stereo not given)	1	4	-1	3	20	-1	-10	2	-4
COc1ccccc1OC1=NS(=O)(=O)c2ccccc21	4	11	1	2	0	8	-5	10	3
Cc1nnc2sc(-c3ccc(NC(=O)c4cccnc4)cc3)nn12	-4	4	3	8	24	9	14	7	6
(further entries)
SMILES	CatB block	Ec RNAP inh	JNK3 blocker	CatB mixtures	AP complement	PKA inh	RORA act	CatS block	ROCK2 blocker
O=C(Nc1cccc(F)c1)C1CCN(c2nnnn2-c2ccccc2)CC1	-6	0	-6	2	16	9	15	-6	6
COc1ccc(O)c(-c2cn[nH]c2-c2cccs2)c1	6	nt	6	1	8	9	-6	-9	5
CCc1ccc(-c2nc(CN3CCC(C(=O)NCc4ccc(F)cc4)CC3)c(C)o2)cc1	0	3	2	6	28	4	-6	9	-5
CCOC(=O)c1c(CN2CCN(C)CC2)oc2ccc(O)cc12	3	6	0	5	8	-4	14	9	5
O=C(c1ccco1)N1CCN(S(=O)(=O)c2ccc(Br)s2)CC1	1	11	-3	5	0	3	-9	9	3
Cc1oc(-c2ccccc2)nc1CS(=O)CC(=O)N1CCc2ccccc2C1 (stereo not given)	2	4	-4	6	23	-10	-4	0	1
COc1cc([C@H]2[C@@H]3CCCC[C@]3(O)CCN2CC(=O)Nc2ccc(C)cc2)ccc1O	4	9	8	0	-9	3	12	11	1
Cc1ccc(-n2nc(C(=O)NCc3ccco3)c3c4ccccc4n(C)c3c2=O)cc1	4	6	-10	6	6	3	-18	8	-6
CC(=O)NC(Cc1c[nH]c2ccccc12)C(=O)Nc1ccc2c(c1)OCO2 (stereo not given)	2	7	4	4	2	4	-5	12	4
COc1ccc(NC(=O)CS(=O)CC(=O)NC2CCCc3ccccc32)cc1 (stereo not given)	8	5	-4	1	0	13	-14	-10	5
COC(=O)c1ccc(OCC(O)CN(CC(C)C)CC(C)C)cc1 (stereo not given)	4	2	-1	3	4	-1	-2	-10	4
CCCCn1cnc2sc3c(c2c1=N)CCCC3	3	-1	1	7	2	5	-6	-6	-1
CCCCCCSc1ncc(C#N)c(N)n1	4	2	-1	2	9	9	1	3	3
Cc1cc(Nc2cccc(Cl)c2C)n2ncnc2n1	3	3	2	3	21	6	-4	-6	4
CCSc1nnc(NC(=O)CSc2nnc(Cc3cccn3C)n2CCc2ccccc2)s1	-2	-1	-7	3	10	3	15	1	7
COc1ccccc1C1CC(c2ccccc2)Nc2ncnn21 (stereo not given)	-1	10	-3	-7	8	3	9	3	4
CCC1CCCCN1C(=O)c1cc2cc(Br)ccc2oc1=O (stereo not given)	2	6	4	4	12	7	4	-1	2
NC(=O)NC(Cc1ccccc1)C(=O)O (stereo not given)	0	5	5	-8	0	6	-9	0	3
CCOC(=O)C1(Cc2ccccc2)NC(c2ccccc2F)C2C(=O)N(CC)C(=O)C21 (stereo not given)	2	5	-3	1	5	8	-5	-1	0
O=C(C(Cc1ccccc1)n1cccc1)N1CCCCC1 (stereo not given)	7	1	7	-4	-7	-1	4	-5	6
Cc1cc(C)cc(N(C(C)C(=O)N2CCCCC2)S(C)(=O)=O)c1 (stereo not given)	-3	7	-2	4	5	4	-28	4	0
CCn1c(=NC(=O)c2ccc(S(=O)(=O)N3CCOCC3)cc2)sc2cccc(OC)c21	-8	1	0	4	1	-4	7	9	-1
CCSc1nnc(NC(NC(=O)c2ccco2)(C(F)(F)F)C(F)(F)F)s1	1	nt	2	nt	nt	0	23	nt	5
CC(c1nnnn1C1CCCCC1)N(Cc1ccccc1)Cc1cccnc1 (stereo not given)	2	-7	-8	0	-18	-3	13	4	-3
CCCCOc1ccc(-c2nnn(CC(=O)NCc3ccco3)n2)cc1	0	6	-11	2	-6	4	198*	-3	-6
O=C(CCN1CCCCC1)Nc1cccc(Cl)c1	-3	10	-1	1	9	1	1	12	0
O=C(NCc1cccnc1)c1ccc(Cl)c(Cl)c1	-5	-5	14	-5	15	6	6	-2	6
Cc1nnc(NC(=O)CSc2nc3c(c(=O)n2C)SC(C)C3)s1 (stereo not given)	-4	7	-1	4	6	6	-4	5	5
Cc1oc(C)c2c(=O)ccc3c(c12)OC(N)=C(C#N)C3c1ccccc1Cl (stereo not given)	8	2	4	6	2	2	-17	18	2

An excerpt from above in order of the AP complement value, rising.
mol	CatB block	Ec RNAP inh	JNK3 blocker	CatB mixtures	AP complement	PKA inh	CatS block	ROCK2 blocker
CCCCn1cnc2sc3c(c2c1=N)CCCC3	3	-1	1	7	2	5	-6	-1
CCOC(=O)c1c(CN2CCN(C)CC2)oc2ccc(O)cc12	3	6	0	5	8	-4	9	5
O=C(CCN1CCCCC1)Nc1cccc(Cl)c1	-3	10	-1	1	9	1	12	0
Cc1cc(Nc2cccc(Cl)c2C)n2ncnc2n1	3	3	2	3	21	6	-6	4

Of the compounds above, 3 contain a cyano group.
SMILES	CatB block	Ec RNAP inh	JNK3 blocker	CatB mixtures	AP complement	PKA inh	RORA act	CatS block	ROCK2 blocker
N#CCSc1nc2c(cc1C#N)CCCCCC2	-5	-1	15	nt	nt	4	-7	nt	10
CCCCCCSc1ncc(C#N)c(N)n1	4	2	-1	2	9	9	1	3	3
Cc1oc(C)c2c(=O)ccc3c(c12)OC(N)=C(C#N)C3c1ccccc1Cl (stereo not given)	8	2	4	6	2	2	-17	18	2
